Screens (PubChem)
TbHK1 inh: blocks Trypanosoma brucei hexokinase 1 activity; recombinant TbHK1, G6PDH-coupled NADH A340; inhibition, % at 10 µM; 220,000 compounds, 0.11% hits; AID 1430;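 active = inhibition of 50% or more in the single-dose primary screen; inactive = inhibition below 50%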
Furin inhibitor: human furin inhibition | inhibition, % at 30 µM | 220,000 compounds, 0.061% hits | purified furin, fluorogenic substrate cleavage; in the data active = inhibition above about 25%; note: inactives centre near -15
EBV gp42 inh: inhibitors of Epstein-Barr virus glycoprotein 42; AID 1085; inhibition, % (tested at 21.74 µM); Q1HVG2; Fluorescence polarization binding assay, mP read-out; 220,000 compounds, 0.42% hits; in the data active = inhibition above about 50%
Target sequence (Q1HVG2 whole entry, looked up): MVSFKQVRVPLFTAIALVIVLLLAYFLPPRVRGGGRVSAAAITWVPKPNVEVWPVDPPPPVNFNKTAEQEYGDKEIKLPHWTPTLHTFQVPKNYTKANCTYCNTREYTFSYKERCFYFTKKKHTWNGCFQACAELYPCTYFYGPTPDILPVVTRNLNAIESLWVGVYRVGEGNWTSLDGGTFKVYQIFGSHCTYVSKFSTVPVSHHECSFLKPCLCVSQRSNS
PPC-1+TRAIL kill: PPC-1 cancer cell killing with TRAIL present | PPC-1 cells + TRAIL, ATPLite viability luminescence | cell killing (% activity), % at 4 µM | 220,000 compounds, 0.41% hits | AID 1443;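 active = cell killing above 50% in the first pass at 4 µM, then a duplicate retest at 5 µM averaging 50% or more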;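 note: plate controls were cells with TRAIL plus DMSO for no effect and medium-only wells lacking cells for full effect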
TRPML3 ag: activates the human TRPML3 channel | HEK293 TRPML3-YFP, Fluo-8 calcium fluorescence; 100% = the carbachol control signal | 220,000 compounds, 0.29% hits | Q8TDD5 | activation, % at 3 µM;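 active = activation above its plate's cutoff, the mean activation of the plate's test wells plus 3 SD, cut at about 12% in these data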;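 note: 0% = DMSO only wells and 100% = carbachol wells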
Target sequence (Q8TDD5 whole entry, looked up): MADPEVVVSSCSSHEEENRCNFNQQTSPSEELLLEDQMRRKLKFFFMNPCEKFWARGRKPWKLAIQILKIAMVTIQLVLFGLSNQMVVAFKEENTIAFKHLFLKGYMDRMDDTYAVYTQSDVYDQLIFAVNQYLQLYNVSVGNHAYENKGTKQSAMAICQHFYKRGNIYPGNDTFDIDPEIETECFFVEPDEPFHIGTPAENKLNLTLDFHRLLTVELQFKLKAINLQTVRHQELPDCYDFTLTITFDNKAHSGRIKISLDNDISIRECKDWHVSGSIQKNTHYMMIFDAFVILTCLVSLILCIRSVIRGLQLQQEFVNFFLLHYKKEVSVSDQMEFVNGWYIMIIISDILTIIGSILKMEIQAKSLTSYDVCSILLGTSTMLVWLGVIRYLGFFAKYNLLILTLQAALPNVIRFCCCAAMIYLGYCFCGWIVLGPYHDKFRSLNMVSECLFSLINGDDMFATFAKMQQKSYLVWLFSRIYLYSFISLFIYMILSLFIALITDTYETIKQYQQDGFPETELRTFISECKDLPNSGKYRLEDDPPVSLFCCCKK
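Material: TRPML3-YFP stable HEK293 cells | Dosing: One concentration, 3 µM nominal, 0.3% DMSO | Timing: 125 s total fluorescence read per well | Technique: Fluo-8 calcium dye fluorescence, ex 470-495, em 515-575 nm | Measure: Percent activation from peak-to-basal fluorescence ratio, scaled between DMSO and carbachol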
Cl transport mod: KCC2 (human) Cl- transport modulation; 190,000 compounds, 2.2% hits; B-score of Tl+ flux slope (higher = more flux/activation; lower = inhibition) at 10 µM; KCC2 cells, thallium flux FluoZin-2 fluorescence;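 active = thallium flux slope and its plate-corrected score both differing from the plate sample mean at a set confidence after two filtering rounds, in either direction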;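 note: slope of fluorescence scaled to starting intensity during 10 to 20 s after thallium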
Thrombin inh: inhibitors of human thrombin; alpha-thrombin, Boc-VPR-AMC fluorogenic substrate cleavage; inhibition, % at 5 µM; AID 1046; 220,000 compounds, 0.26% hits; P00734;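 active = inhibition at or above 40%; inactive = inhibition below 40%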;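 note: 0% = enzyme with no compound and 100% = wells without enzyme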
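Material: human alpha-thrombin protein; Also added: Boc-VPR-AMC substrate, 15 µM final; Timing: enzyme reaction carried out at room temperature; Signal: fluorescence, ex 355 nm, em 460 nm; Measure: % inhibition of thrombin; Controls: enzyme without compound as high, wells lacking enzyme as low.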
Calpain2 inh: calpain II (pig) inhibition. purified calpain II, fluorogenic peptide substrate, 30 min. AID 1236. inhibition, % at 16 µM. 220,000 compounds, 0.37% hits;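 active = inhibition above about 50%, limit read from the data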
zfTRPN1 agonist: zebrafish TRPN1 (NompC) channel agonism | 220,000 compounds, 0.18% hits | HEK293 zebrafish TRPN1-YFP, Fluo-8 calcium fluorescence; 100% = response to 87 µM carbachol | activation, % at 3 µM | AID 1424;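 active = activation above its plate's cutoff, the mean activation of test wells on that plate plus 3 SD, cut at about 19% in these data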;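 note: 0% = DMSO alone and 100% = 87 µM carbachol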
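Control set: carbachol 87 µM as high control, DMSO as low control; system: HEK293 stable line with zebrafish TRPN1-YFP; read-out: % activation versus carbachol response; detection: intracellular calcium fluorescence with Fluo-8; doses: single test compound dose, 3 µM nominal, 0.3% DMSO; schedule: dye 1 h 37 °C plus 30 min RT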
The depositor's hits bear a star; i = inactive; . = no result given; [ ] = another dose, or the depositor's remark. Random draw from the library; about 3.6% have a hit in one of these screens.

[1] Cn1c(=O)oc2cc(S(=O)(=O)N3CCN(Cc4ccc5c(c4)OCO5)CC3)ccc21
[2] O=C(COC(=O)c1ccc(Cl)nc1)Nc1ncc(Cl)cc1Cl
[3] Cc1ccccc1CN(c1ccc(C(=O)N/N=C/c2ccc(OCC(N)=O)cc2)cc1)S(C)(=O)=O
[4] COc1ccc(C(=O)COC(=O)CCN2C(=O)[C@@H]3[C@H](C2=O)[C@@H]2C[C@H]3C(Br)C2Br)cc1 (stereo partly drawn)
[5] NS(=O)(=O)c1ccc(CCNC(=O)CSc2ccsc2[N+](=O)[O-])cc1
[6] COc1ccc(CCN=C(N)Nc2nc(C)cc(C)n2)cc1

compound no.,1,2,3,4,5,6
TbHK1 inh,4,4,-3,-1,-7,-1
Furin inhibitor,-13,-26,-19,-10,-14,-18
EBV gp42 inh,-5,-4,1,4,30,2
PPC-1+TRAIL kill,0,-5,24,19,8,32
TRPML3 ag,0.4,0.6,0.4,-0.8,0.0,0.1
Cl transport mod,.,-1.2,-0.23,0.97,0.41,0.38
Thrombin inh,-11,-6,-6,-4,-8,-9
Calpain2 inh,23,-25,-46,27,-64,-17
zfTRPN1 agonist,0.6,-1.4,0.1,3.5,0.1,0.0

From compound 4 to 6, as listed above:
[4] COc1ccc(C(=O)COC(=O)CCN2C(=O)[C@@H]3[C@H](C2=O)[C@@H]2C[C@H]3C(Br)C2Br)cc1 (stereo partly drawn)
[5] NS(=O)(=O)c1ccc(CCNC(=O)CSc2ccsc2[N+](=O)[O-])cc1
[6] COc1ccc(CCN=C(N)Nc2nc(C)cc(C)n2)cc1

compound no.,4,5,6
TbHK1 inh,-1,-7,-1
Furin inhibitor,-10,-14,-18
EBV gp42 inh,4,30,2
PPC-1+TRAIL kill,19,8,32
TRPML3 ag,-0.8,0.0,0.1
Cl transport mod,0.97,0.41,0.38
Thrombin inh,-4,-8,-9
Calpain2 inh,27,-64,-17
zfTRPN1 agonist,3.5,0.1,0.0

(continued)
[7] S=C(NCCc1ccccc1)N1CCN(C2CCCCC2)CC1
[8] COc1ccc(C(=S)N2CCN(c3ccccc3Cl)CC2)cc1OC
[9] CC(c1nnc(SCC(=O)Nc2sccc2C#N)n1-c1ccc(Cl)cc1)N(C)C (stereo not drawn)
[10] O=S(=O)(Nc1cccc2c1ccc1cccn12)c1cccs1
[11] COc1ccc(OCCn2c(C)c(/C=N/n3cnnc3)c3ccccc32)cc1
[12] O=C(NCCCn1ccnc1)c1cc(C(=O)C2CCCCC2)c[nH]1

compound no.,7,8,9,10,11,12
TbHK1 inh,-7,-13,-18,-15,-29,-4
Furin inhibitor,-25,-5,-12[20 µM],-6[20 µM],-7[20 µM],-32
EBV gp42 inh,1,-20,-15,-18,-3,-1
PPC-1+TRAIL kill,-12,13,-23,-4,15,18
TRPML3 ag,1.0,0.2,0.6,-0.2,0.0,0.7
Cl transport mod,-0.039,-0.78,0.74,.,1.6,-0.38
Thrombin inh,-6,-4,3,-5,-6,-6
Calpain2 inh,-22,6,-73,-55,-55,-21
zfTRPN1 agonist,2.5,-1.1,0.2,0.5,1.9,-0.3

A few values from the list.
Value of #10 in Furin inhibitor: -6[20 µM]
Value of #7 in Cl transport mod: -0.039
Value of #8 in TbHK1 inh: -13
Value of #11 in Cl transport mod: 1.6
Value of #12 in EBV gp42 inh: -1
Value of #9 in Furin inhibitor: -12[20 µM]

Additional structures
[13] O=C(CCS(=O)(=O)c1ccc(Br)cc1)Nc1ccc2c(c1)OCO2
[14] CCn1cc(C(=O)OCC(=O)Nc2c(C)n(C)n(-c3ccccc3)c2=O)c(=O)c2ccc(C)nc21
[15] Cc1cc(NC(=O)COC(=O)c2ccccc2S(=O)(=O)N(C)c2ccccc2)no1
[16] Cc1ccc(C(=O)C(OC(=O)CNC(=O)c2ccc(Cl)cc2)c2ccccc2)cc1 (stereo not drawn)
[17] CN(CCO)C1=NS(=O)(=O)c2cc([N+](=O)[O-])ccc21
[18] COc1ccc(Cl)cc1NC(=O)CN(C)C(C)C(=O)NCC1CCCCC1 (stereo not drawn)

compound no.,13,14,15,16,17,18
TbHK1 inh,4,-6,3,10,-11,-8
Furin inhibitor,-26[20 µM],-20,-26,-19,-4,-21
EBV gp42 inh,3,-15,-11,-9,3,-5
PPC-1+TRAIL kill,-3,-6,6,14,2,-2
TRPML3 ag,0.0,-0.3,-1.0,0.1,0.6,-0.4
Cl transport mod,0.5,.,-3,0.024,0.097,.
Thrombin inh,6,-1,4,3,0,3
Calpain2 inh,23,-4,-2,26,-10,20
zfTRPN1 agonist,-0.8,-0.7,0.2,0.4,0.1,-0.3

[19] O=C(Nc1ccc2snnc2c1)Nc1cccc2ccccc12
[20] Cc1sc2ncnc(N3CCN(c4ncccn4)CC3)c2c1C
[21] COCc1cc(C)nc(Oc2ccccc2)c1C#N
[22] O=c1cc(-c2ccccc2Cl)oc2cccc(O)c12
[23] Cc1ccc(C(=O)N2CCCC(c3ccc(Cl)cc3)=N2)cc1
[24] CCOc1ccc(NC(=O)C2CC(=O)N(c3cc(C)cc(C)c3)C2)cc1 (stereo not drawn)

compound no.,19,20,21,22,23,24
TbHK1 inh,1,0,-7,1,-3,6
Furin inhibitor,-17[20 µM],-30,-11,-14,-20,-22[20 µM]
EBV gp42 inh,11,-13,-4,8,-5,-15
PPC-1+TRAIL kill,11,1,-4,20,18,17
TRPML3 ag,5.9,0.2,-0.3,0.6,0.5,0.0
Cl transport mod,.,.,1,-1.6,0.12,-0.61
Thrombin inh,4,0,-2,2,4,-5
Calpain2 inh,12,25,0,26,6,-6
zfTRPN1 agonist,12,-0.1,-1.7,1.1,-1.1,0.2

Three of the compounds above, with values under each structure:
Every second line gives: TbHK1 inh, Furin inhibitor, EBV gp42 inh, PPC-1+TRAIL kill, TRPML3 ag, Cl transport mod, Thrombin inh, Calpain2 inh, zfTRPN1 agonist
19) O=C(Nc1ccc2snnc2c1)Nc1cccc2ccccc12
    1, -17[20 µM], 11, 11, 5.9, ., 4, 12, 12
20) Cc1sc2ncnc(N3CCN(c4ncccn4)CC3)c2c1C
    0, -30, -13, 1, 0.2, ., 0, 25, -0.1
21) COCc1cc(C)nc(Oc2ccccc2)c1C#N
    -7, -11, -4, -4, -0.3, 1, -2, 0, -1.7

The list continues:
[25] CC(C)C[C@H](NC(=O)NC(C)C)C(=O)O
[26] CCOC(=O)c1cc2c(ccn2C)n1CC(=O)N1CCN(c2ccc(F)cc2)CC1
[27] CCn1c2ccc(C)cc2c2nnc(SCCN3CCOCC3)nc21
[28] CCCCC(=O)NC(NC(=O)CCCC)c1ccc(OCCC)c(OC)c1
[29] C=CCn1c(-c2cccs2)nc2nc3ccccc3nc21
[30] Cc1nc2nc3c(cn2n1)C(=O)CCC3

compound no.,25,26,27,28,29,30
TbHK1 inh,1,-13,-14,-11,-23,3
Furin inhibitor,-21,-22,7,-25,-25[20 µM],-11[20 µM]
EBV gp42 inh,-5,-5,-8,-8,-7,-44
PPC-1+TRAIL kill,12,7,11,-5,-23,-14
TRPML3 ag,0.3,-0.2,-0.1,0.9,-0.1,1.0
Cl transport mod,.,-4.5,0.49,-0.58,-0.021,.
Thrombin inh,5,0,11,0,-19,2
Calpain2 inh,25,-60,28,4,i,-17
zfTRPN1 agonist,0.3,0.0,0.8,1.1,-0.8,2.2

[31] COC(=O)c1nc(N)sc1-c1ccc(Cl)c(Cl)c1
[32] Cc1cc2cc(C)c3nnc(SCc4ccccn4)n3c2cc1C
[33] COc1ccccc1N1CCN(C(=O)c2oc3cc(C)c(C)cc3c2C)CC1
[34] Cc1ccc(C2=[N+]([O-])C3(CCCCC/C3=N\NC(N)=S)N(O)C2(C)C)o1 (stereo not drawn)
[35] Cc1ccc2c(Cl)cc(Cl)c(OCC(=O)Nc3cc(S(=O)(=O)N(C)C)ccc3C)c2n1
[36] CN(C)c1ccc(/C=N/NC(=O)CSc2ccccn2)cc1

compound no.,31,32,33,34,35,36
TbHK1 inh,-2,-8,1,-20,-4,-66
Furin inhibitor,-33,-20,-13[20 µM],-20[20 µM],-6,3
EBV gp42 inh,-13,-2,-7,-21,-13,-16
PPC-1+TRAIL kill,15,-8,23,0,12,11
TRPML3 ag,0.6,0.8,0.4,1.0,-0.7,0.0
Cl transport mod,.,-1.2,.,1.8,-0.98,.
Thrombin inh,0,-5,2,-5,-11,-6
Calpain2 inh,-109,1,36,17,-27,-23
zfTRPN1 agonist,0.1,0.9,-0.8,0.4,-0.4,1.3

[37] COc1cc(S(=O)(=O)NCCCN2CCOCC2)ccc1Cl
[38] Brc1ccccc1-c1nnc2sc(Cc3ccccc3)nn12
[39] CC(=O)Nc1ccc(S(=O)(=O)Nc2nccc(/C=C/c3ccc(Cl)cc3)n2)cc1
[40] O=C(NCCN1CCCC1)c1ccc2c(=O)n(CCc3ccccc3)c(=O)[nH]c2c1
[41] CC(C)(CN1CCN(Cc2ccccc2)CC1)NS(=O)(=O)c1ccccc1
[42] CCOC(=O)Nc1cc(Br)c2c(c1)OCCO2

compound no.,37,38,39,40,41,42
TbHK1 inh,-2,2,-5,-6,10,-2
Furin inhibitor,-26[20 µM],-20[20 µM],-6,-28,-15,-22
EBV gp42 inh,0,-10,-4,-5,-4,5
PPC-1+TRAIL kill,18,20,5,10,-16,0
TRPML3 ag,0.5,-0.8,0.4,0.4,2.9,0.4
Cl transport mod,.,-4.1*,0.71,0.61,-1.6,0.76
Thrombin inh,-3,-1,-2,-4,-2,-7
Calpain2 inh,-50,-31,-29,-83,5,-6
zfTRPN1 agonist,-0.5,-0.7,0.4,0.2,4.7,-0.1

[43] CCOc1cc2c(C#N)c(N3CCCCC3)nc(N)c2c(N)n1
[44] CCCCNS(=O)(=O)c1ccc2nc(-c3cccnc3)cc(C(=O)NC(C)CC)c2c1 (stereo not drawn)
[45] CSc1nc2ncc(C(=O)O)c(N)n2n1
[46] O=C1CCCc2ccccc2N1
[47] O=C(c1ccc(=O)oc1)N1CCCc2ccccc21
[48] CC(=O)O[C@H]1C2OC(=O)C(C)=C2[C@@H]2OC(=O)[C@]3(CCC4OC41C)OC23 (stereo partly drawn)

compound no.,43,44,45,46,47,48
TbHK1 inh,-8,-2,1,-7,-24,-8
Furin inhibitor,1[20 µM],-11,-23,-3,-10,-7
EBV gp42 inh,-21,-3,-5,-15,-17,-1
PPC-1+TRAIL kill,1,17,-18,6,18,20
TRPML3 ag,0.9,1.0,0.5,0.2,1.7,0.4
Cl transport mod,.,0.52,-0.73,2.2,0.096,1.3
Thrombin inh,-2,1,-9,-1,2,-6
Calpain2 inh,i,-2,33,20,-24,-4
zfTRPN1 agonist,0.7,-0.5,2.1,0.8,-0.1,1.1

[49] COc1ccc2c(c1)c1ncn(Cc3ccco3)c(=O)c1n2C
[50] Cc1cc(OC(=O)C2CC2)c([N+](=O)[O-])c(=O)[nH]1
[51] CCCn1c(C(C)NC(=O)c2ccccc2)n[nH]c1=S (stereo not drawn)
[52] CC(C)OC(=O)C1C(=O)CC(C)(O)C(C(=O)OC(C)C)C1c1ccc([N+](=O)[O-])cc1 (stereo not drawn)

compound no.,49,50,51,52
TbHK1 inh,0,-5,-5,3
Furin inhibitor,-10,-10,-18,-18
EBV gp42 inh,-1,3,-11,6
PPC-1+TRAIL kill,3,5,-19,20
TRPML3 ag,-0.9,0.8,0.3,-0.7
Cl transport mod,-0.44,0.57,1.1,-1.3
Thrombin inh,3,1,5,-1
Calpain2 inh,i,-3,7,22
zfTRPN1 agonist,-2.2,1.4,0.3,-0.3
